Neddyl block: cullin neddylation inhibition | actives 0.58% (n = 360,000) | TR-FRET cullin neddylation, biochemical | P61081+Q13564 | calls only at 25 µM; in the data active means inhibition above about 36%
bovine MsrA act: activators of bovine methionine sulfoxide reductase A; activation, % at 10.6 µM; actives 0.3% (n = 360,000); purified bovine MsrA, absorbance read-out; AID 602163; in the data active means activation above about 7.5%;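 further: 0% = vehicle and 100% = reference activator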
MsrA inhibitor: inhibitors of bovine MsrA; purified bovine MsrA, absorbance read-out; AID 651718; actives 0.75% (n = 360,000); inhibition, % at 15.5 µM; in the data active means inhibition above about 4.5%;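 further: 0% = vehicle wells with enzyme and 100% = reference inhibitor wells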
FAS-TE inh: inhibitors of human fatty acid synthase thioesterase domain; recombinant FAS-TE, OMFH fluorogenic substrate, fluorescence endpoint; P49327; actives 0.67% (n = 360,000); AID 602261; inhibition, % at 15 µM;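 active means compounds whose normalised, plate-corrected inhibition of enzyme fluorescence in the single-dose primary screen is 50% or more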;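 further: 0% = DMSO with enzyme and 100% = substrate without enzyme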
eLon inh: E. coli protease La inhibition; P0A9M0; purified E. coli Lon protease, fluorescence polarization; inhibition, % at 7.94 µM; actives 0.42% (n = 360,000); AID 602123; in the data active means inhibition above about 13%, passing the limit was not always enough;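 further: 0% = enzyme with probe and DMSO and 100% = no enzyme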
Target sequence (P0A9M0 whole entry, looked up): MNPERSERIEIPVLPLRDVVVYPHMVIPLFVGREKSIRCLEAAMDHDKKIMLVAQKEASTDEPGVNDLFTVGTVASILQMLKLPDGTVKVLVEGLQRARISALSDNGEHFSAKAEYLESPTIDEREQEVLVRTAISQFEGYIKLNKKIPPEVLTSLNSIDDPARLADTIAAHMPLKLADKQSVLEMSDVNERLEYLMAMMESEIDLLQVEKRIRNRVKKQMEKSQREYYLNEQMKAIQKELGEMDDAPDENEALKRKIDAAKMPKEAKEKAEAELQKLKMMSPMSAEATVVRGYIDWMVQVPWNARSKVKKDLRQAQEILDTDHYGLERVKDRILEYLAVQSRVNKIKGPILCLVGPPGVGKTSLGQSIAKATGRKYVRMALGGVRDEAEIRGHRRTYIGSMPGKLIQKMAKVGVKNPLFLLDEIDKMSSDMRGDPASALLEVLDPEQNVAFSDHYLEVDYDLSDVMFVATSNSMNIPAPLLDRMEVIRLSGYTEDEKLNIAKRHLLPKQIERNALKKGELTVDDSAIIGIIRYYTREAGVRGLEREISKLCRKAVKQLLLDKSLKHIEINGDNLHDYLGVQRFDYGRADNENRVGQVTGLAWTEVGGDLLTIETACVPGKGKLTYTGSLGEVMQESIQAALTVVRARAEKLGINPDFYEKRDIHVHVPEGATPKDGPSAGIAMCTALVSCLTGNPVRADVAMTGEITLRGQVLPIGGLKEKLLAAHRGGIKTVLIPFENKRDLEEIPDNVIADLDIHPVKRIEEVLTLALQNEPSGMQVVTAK
TbMetRS inhib: Trypanosoma brucei MetRS inhibition | actives 0.4% (n = 360,000) | purified T. brucei MetRS, ATP depletion, Kinase-Glo luminescence | AID 624268 | inhibition, % at 11.9 µM;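 active means inhibition above a per-plate cutoff of the control wells' mean inhibition plus 3 SD, cut at about 5.5% in these data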;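 further: 0% = DMSO wells median and 100% = median of wells with control inhibitor compound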
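Material: T. brucei methionyl-tRNA synthetase, purified; reagent: substrates ATP, L-methionine and bulk Escherichia coli tRNA; dosing: 11.9 µM single point; timing: 15 min plus 2 h at 25 °C; detection: luminescence of leftover ATP; evaluation: % inhibition; control set: DMSO-only wells as low control; replicates: singlicate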
PABP1 MLLE inh: inhibitors of microRNA-mediated deadenylation, human PABP1 MLLE binding | GST-MLLE / FITC-PAM2 fluorescence polarization | inhibition, % at 20 µM | actives 0.36% (n = 360,000); in the data active means inhibition above about 35%, passing the limit was not always enough;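 further: plate controls were DMSO wells with GST-MLLE for no effect and wells lacking GST-MLLE protein for full effect; some results filed as inactive read as strong as hits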
CSN inh: inhibitors of human CSN-mediated cullin deneddylation. AID 651999. actives 0.38% (n = 360,000). inhibition, % at 12.5 µM. Purified CSN, SCF-Nedd8-OG deneddylation, fluorescence polarization;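 active means pattern-corrected inhibition above about 35%, with an unprinted fluorescence ratio check between 0.5 and 1.5, limit read from the data, passing the limit was not always enough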;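 further: 0% = enzyme with substrate and 100% = substrate without enzyme; some results filed as inactive read as strong as hits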
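Test system: purified human Csn5 enzyme expressed in HEK293T cells. Amount: 0.24 nM enzyme. Reagent: SCFSkp2-Nedd8OG substrate at 10 nM final. Schedule: 90 min incubation of compound, enzyme and substrate at room temperature. Detection: fluorescence polarization. Read-out: % inhibition of substrate cleavage by Csn5.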
Rin1 Abl inh: blocks binding of human Rin1 to Abl; P00519+Q13671; actives 0.4% (n = 360,000); inhibition, % at 7.35 µM; TR-FRET Rin1/Abl binding, biochemical; AID 588664; in the data active means inhibition above about 5%, passing the limit was not always enough
* marks the source's active call; other numbers are inactive results; i = inactive; . = no result given. Not a hit list; overall some 4% were active at least once.

entry	SMILES	Neddyl block	bovine MsrA act	MsrA inhibitor	FAS-TE inh	eLon inh	TbMetRS inhib	PABP1 MLLE inh	CSN inh	Rin1 Abl inh
1	Cc1ccc(-c2nc(CS(=O)(=O)CC(=O)NCCCN3CCN(C)CC3)c(C)o2)cc1	i	-2	-0.3	-10	-8	0.5	13	2	2
2	COCCn1cnc2c1c(=O)n(CC(=O)NC(=O)NC(C)(C)C)c(=O)n2Cc1ccccc1	i	1	-0.6	-3	-3	0.0	1	3	1
3	N#Cc1ccc(C(=O)OCC(=O)Nc2cccc(S(=O)(=O)NC3=NCCC3)c2)cc1	i	-3	-0.8	-5	0	-0.3	-20	-4	0
4	CCC(C)(C(=O)Nc1ccccc1C)N(C(=O)CNC(C)=O)c1ccccc1C (centres undefined)	i	0	0.7	-12	-11	-0.8	4	1	-3
5	COc1cccc(C(C(=O)NC2CCCC2)N2CCN(c3ncccc3C#N)CC2)c1OC (centres undefined)	i	.	-0.3	.	.	-0.4	.	-8	.
6	CC(NC(=O)C(=O)N1CCCCC1)C(c1cccs1)N1CCN(c2ccc(F)cc2)CC1 (centres undefined)	i	-2	-0.7	-2	5	-0.8	3	-2	3
7	CCC1Oc2ccccc2N(CC(=O)NCCCN2CCN(CC)CC2)C1=O (centres undefined)	i	0	0.5	-10	4	-0.6	-11	3	-2
8	O=c1[nH]cnc2scc(-c3ccc(F)cc3)c12	i	-10	1.2	-4	-2	-1.2	-11	2	4
9	Cc1ccc(Cc2c(-c3ccc(Cl)cc3)nc3c(Cl)cc(C(F)(F)F)cn23)cc1	i	-5	-1.0	20	-6	-0.8	-3	2	1
10	CCN(c1cccc(C)c1)S(=O)(=O)c1ccc2c(c1)N(C(C)=O)CCS2	i	-1	0.2	5	-1	-0.7	-4	-3	5
11	CN1c2ccccc2C(C)(C)[C@]12C=Cc1cc(O)ccc1O2	i	3	-0.6	-3	-24	0.1	-29	14	-3
12	COc1ccc(CC(=O)Nc2cccc3c2CCCC3)cc1	i	-10	-1.0	-2	-2	-1.7	7	2	1
13	O=C(/C=C/Nc1cccc([N+](=O)[O-])c1)c1cccs1	i	-1	2.5	38	-1	1.2	3	1	-4
14	CCOC(=O)C1CCCN(Cc2cn(C)nc2-c2ccc3c(c2)OCCO3)C1 (centres undefined)	i	-5	-0.1	-8	-12	1.4	13	4	4
15	COc1ccccc1N(Cc1cc(=O)[nH]c2ccccc12)C(C)=O	i	-3	0.8	-5	-5	-0.6	-2	-1	1
16	CC(=O)c1ccc(NC(=O)CN2CCC(NC(=O)c3ccccc3C)CC2)cc1	i	-2	-0.7	-8	-7	0.1	2	9	0
17	O=C(CNC(=O)c1ccc(S(=O)(=O)N2CCCC2)cc1)N/N=C/c1ccc(Cl)cc1	i	-2	-0.4	-2	7	-0.3	-1	-3	0
18	O=C(CSc1ccccc1)Nc1nnc(C2CC2)s1	i	-5	-0.4	-1	-5	0.1	16	1	-1
19	CSc1nc2nc(-c3cccc(C(F)(F)F)c3)ccn2n1	i	-3	0.4	-4	2	0.1	6	4	-5
20	COc1ccc(CNC(=O)C(CCSC)NS(=O)(=O)c2ccccc2F)cc1 (centres undefined)	i	-4	-0.8	-8	-8	-0.2	3	6	1
21	CCn1c(CCC(=O)Nc2cc(F)ccc2C)nc2cc(S(=O)(=O)N(C)C)ccc21	i	1	-1.6	-4	-1	0.3	4	8	0
22	Cc1ccsc1-c1nc(-c2ccccc2)c(-c2ccccc2)[nH]1	.	2	0.7	1	-16	0.6	-20	6	2
23	Cc1ccc(NS(=O)(=O)c2cccc(C(=O)NCCCN3CCOCC3)c2)cc1	i	-8	0.0	-3	0	-0.4	11	-2	-2
24	Cc1c(NC(=O)/C(C#N)=C\c2cccs2)c(=O)n(-c2ccccc2)n1C	i	7	3.9	-8	-2	-0.4	0	-3	-6
25	CCC1=NN2C(=N)/C(=C\c3ccc(OCCOc4ccc(NC(C)=O)cc4)cc3)C(=O)N=C2S1	i	-1	1.1	0	-8	-0.3	-1	-2	-2

Excerpt: nos. 15–17
entry	SMILES	Neddyl block	bovine MsrA act	MsrA inhibitor	FAS-TE inh	eLon inh	TbMetRS inhib	PABP1 MLLE inh	CSN inh	Rin1 Abl inh
15	COc1ccccc1N(Cc1cc(=O)[nH]c2ccccc12)C(C)=O	i	-3	0.8	-5	-5	-0.6	-2	-1	1
16	CC(=O)c1ccc(NC(=O)CN2CCC(NC(=O)c3ccccc3C)CC2)cc1	i	-2	-0.7	-8	-7	0.1	2	9	0
17	O=C(CNC(=O)c1ccc(S(=O)(=O)N2CCCC2)cc1)N/N=C/c1ccc(Cl)cc1	i	-2	-0.4	-2	7	-0.3	-1	-3	0

Additional structures
entry	SMILES	Neddyl block	bovine MsrA act	MsrA inhibitor	FAS-TE inh	eLon inh	TbMetRS inhib	PABP1 MLLE inh	CSN inh	Rin1 Abl inh
26	COCCNC(=O)C1CC(=O)N(c2ccc(OC)cc2)C1c1ccc(OC)cc1 (centres undefined)	i	-5	-0.1	-1	5	-0.8	12	0	-2
27	COc1cccc(NC(=O)c2cnc(NS(=O)(=O)c3ccccc3)nc2)c1	i	-3	-0.7	-8	-9	0.1	-24	-3	-2
28	CCOC(=O)CSc1cc(C)nc2ccc(OC)cc12	i	-5	0.9	-3	-14	-0.5	-2	-3	-4
29	CN(Cc1ccccc1)C(=O)CCC1CCN(C(=O)c2ccccc2C(F)(F)F)CC1	i	1	0.1	0	1	-0.4	3	-1	1
30	Cc1sc2nc(CSc3nnc(Cc4cccs4)n3C3CCCCC3)[nH]c(=O)c2c1C	i	-7	-1.2	-9	-14	0.0	-83	15	0
31	C=CCN1C(=O)/C(=c2\sc3nc(=O)c(Cc4ccc(OC)c(OC)c4)nn3c2=O)c2ccccc21	i	-4	0.8	2	0	-0.4	25	0	-3
32	Cc1ccc(S(=O)(=O)CCc2nnc(NC(=O)COc3cccc(C)c3)s2)cc1	i	1	0.4	-7	-4	0.3	0	-4	0
33	COc1cc(C(Nc2ccc(S(=O)(=O)NCC3CCCO3)cc2)C(=O)NC(C)(C)C)cc(OC)c1OC (centres undefined)	i	-2	1.3	-2	9	0.5	-5	2	-1
34	O=C(Cn1cccc1)N1CCN(C(c2ccccc2)c2ccccc2)CC1	i	-4	-0.8	8	-2	-0.3	13	-1	0
35	Cc1ccc(N2C(=O)C(CC(=O)Nc3cccc(F)c3)N(C3CC3)C2=O)cc1 (centres undefined)	i	-2	-0.5	-2	-4	-0.9	5	-3	3
36	COc1ccc(-c2nnc(SCC(=O)NC3CCCC3)n2C)cc1	i	-2	0.1	-3	6	0.2	10	0	-1
37	CCCCC(c1nnnn1Cc1ccco1)N1CCN(C(=O)c2ccco2)CC1 (centres undefined)	i	-3	0.3	-4	-1	0.2	-3	5	-4
38	Cc1cc(C)c2c(c1)NC(c1cc3c(cc1Br)OCO3)C1CC=CC21 (centres undefined)	i	-7	-0.5	43	-7	-0.1	-10	2	-1
39	CC1=C(C(=O)Nc2ccccc2)C(c2ccncc2)n2nnnc2N1 (centres undefined)	i	-10	0.7	-9	-10	-1.0	-10	1	-1
40	O=C(COc1ccccc1-c1ccccc1)N/N=C/c1ccncc1	i	-11	0.4	-4	-3	-1.2	-5	-8	3
41	Cc1cc(NS(=O)(=O)c2ccc3c(c2)OCCO3)no1	i	-1	0.9	-5	7	0.3	4	100	-1
42	CC(C)(O)CN(C(=O)C(c1ccccc1)c1ccccc1)C1CCCCC1	i	2	-1.4	7	-6	-0.3	1	0	3
43	Cc1cc(C)nc(NC(=O)c2cccc(Br)c2)n1	i	-8	-1.4	-14	9	-0.9	6	5	0
44	Cc1cc(C)n2nc(-c3ccccc3)c(-c3ccccc3)c2n1	.	-3	0.2	24	0	-0.5	-6	-5	0
45	CCOC(=O)n1c(SCC(N)=O)nc2ccccc21	i	-12	0.8	-6	0	-0.4	-2	-3	0
46	Cc1cc(-n2c(=O)c(C#N)cc3c(=O)n4cccc(C)c4nc32)no1	.	-2	0.2	21	2	0.0	-4	1	-2
47	COc1ccc(-c2cc(=O)oc3cc(OCC(=O)NCCCn4ccnc4)ccc23)cc1	i	1	1.2	-6	-1	1.1	13	3	-6
48	Cc1nn(Cc2ccccc2)c(C)c1/C=N/NC(=O)c1cccnc1	i	-5	2.2	-8	-3	-0.4	8	-3	3
49	CCC(OC(=O)c1ccco1)C(=O)NCc1ccco1 (centres undefined)	i	6	-0.4	0	1	-0.4	0	1	5
50	CCc1ccc(C(=O)CSc2nnc(C)c(=O)[nH]2)cc1	i	-2	-0.3	-5	-1	-0.8	8	1	3
51	CCCn1c(OC)nc2c1c(=O)n(C)c(=O)n2C	i	-2	-0.3	-5	-3	0.3	-1	-1	-1
52	COc1ccccc1N1CCN(C2CCCN(C(=O)CCc3cnccn3)C2)CC1 (centres undefined)	i	-1	0.5	-5	3	0.8	4	-5	1
53	CC(C)NC(=O)NC(=O)CSc1nncs1	i	-1	1.6	-4	-5	-0.3	12	-1	-2
54	COc1ccc(NC(=O)Cn2nnc(C(=O)NCCc3ccccc3)c2N)cc1	i	0	0.2	-4	-4	-0.3	-16	17	1
55	O=C(NC(=S)Nc1ccc(Br)cn1)c1cncc(Br)c1	i	-4	0.5	-6	-1	-0.6	14	-6	-2
56	O=c1c(-c2cc3ccccc3[nH]2)nc2ccccc2n1C(CCc1ccccc1)c1nc2ccccc2[nH]1 (centres undefined)	.	.	-0.2	.	.	0.5	.	2	.
57	Cc1noc(C(=O)NCc2ccccc2)c1Cl	i	-8	0.0	-4	-10	-0.5	18	-3	4
58	Cc1ccc2nc(SCC(=O)N3CCCCCC3)nc(=O)n2c1	i	-5	2.5	-6	5	-0.2	8	1	3
59	CCCCN(C)CCC(=O)Nc1ccc2c(c1)CCC2	i	-6	1.3	-4	-5	-1.1	-10	-15	0
60	COc1ccccc1C(=O)Nc1ccc(C)c(S(=O)(=O)N2CCCCC2)c1	i	-3	-1.3	26	-6	-0.3	-11	-3	3
61	CCOC(=O)CSc1cc(CSc2ccccc2)nc(-c2ccccc2)n1	i	-4	0.2	22	1	-1.0	28	1	-1
62	Cc1cccc(S(=O)(=O)N2CCC(CO)(Cc3ccccc3)CC2)c1	i	-9	-0.6	4	-6	-0.8	5	-1	2
